Screens: PubChem, several laboratories
HIF act = HIF pathway transcriptional activation; U2OS HRE-luciferase reporter, luminescence; normalized: DMSO 0%, desferrioxamine 100%; activation, % at 7.5 µM (by protocol); hit rate 0.32% among 300,000;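 active means mean activation of at least 10% of the iron chelator positive control signal, with at least half of replicates also reaching 10%; inconclusive means mean and replicate majority disagree about reaching 10%; inactive means mean and most replicates under 10%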
TRPC4 inh = blocks the mouse TRPC4 cation channel. HEK293 TRPC4beta/mu-opioid, DAMGO-evoked Fluo4 calcium flux; stronger effect = lower value. B-score at 10 µM. hit rate 0.39% among 300,000. AID 2247;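 active means B-score over 3 SD under the library average, no early fluorescence shift, positive overall ratio signal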
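Assay system: HEK293 cells with stable TRPC4beta plus mu-opioid receptor expression. Dosing: single dose. Measured by: Fluo4 Ca2+ flux fluorescence. Also added: DAMGO in two steps, submaximal then maximal. Read-out: B score from integrated Fluo4 fluorescence ratio.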
MrgX1 ag = activates human MrgX1 receptor signaling. MrgX1-HEK293 cells, Fluo-4 calcium fluorescence, agonist mode; stronger effect = higher value. hit rate 0.44% among 310,000. Q96LB2. B-score at 10 µM;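 active means calcium response B-score plate-corrected fluorescence ratio at least 3 library SD, with starting fluorescence B-score inside 5 SD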
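System: HEK293 cells stably expressing human MrgX1 receptor; Dosing: test compound in the initial addition of three; Schedule: overnight plating, then 30 min 37 °C plus 30 min room-temperature dye loading; Detection: kinetic calcium dye fluorescence, Fluo-4 NW; Controls: per-plate positive and negative controls for Z′ factor.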
MrgX1 antag = antagonists of human MrgX1 receptor | Q96LB2 | MRGX1-HEK293 calcium flux, Fluo-4, BAM8-22 antagonism; stronger effect = lower value | B-score at 10 µM | hit rate 1.3% among 310,000 | AID 588676;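 active means calcium-response B-score plate-corrected more than 3 library SD below zero, starting fluorescence within 5 deviations, no agonist response on first addition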;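 further: peak minus trough fluorescence over baseline after final BAM8-22 challenge near maximal dose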
MrgX1 PAM = human MrgX1 positive allosteric modulation, primary screen. MrgX1-HEK293, Fluo-4 calcium flux, FDSS; stronger effect = higher value. B-score at 10 µM. hit rate 0.63% among 310,000;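 active means plate-corrected calcium response at least 3 library SD above typical, normal starting fluorescence, not activating the receptor alone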;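 further: compound read alongside a low EC10 to EC30 dose of BAM8-22 agonist; peak minus trough fluorescence over baseline measured at the second addition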
TRPC6 act = activates the mouse TRPC6 cation channel. B-score at 10 µM. hit rate 0.13% among 310,000. HEK293-TRPC6 membrane potential dye fluorescence; stronger effect = higher value. AID 2550;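 active means B-score of the integrated fluorescence ratio above library mean plus 3 SD, and starting fluorescence ratio within library mean plus 5 SD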;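 further: higher score means more depolarization so channel activation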
Target sequence (Q61143 whole entry, looked up): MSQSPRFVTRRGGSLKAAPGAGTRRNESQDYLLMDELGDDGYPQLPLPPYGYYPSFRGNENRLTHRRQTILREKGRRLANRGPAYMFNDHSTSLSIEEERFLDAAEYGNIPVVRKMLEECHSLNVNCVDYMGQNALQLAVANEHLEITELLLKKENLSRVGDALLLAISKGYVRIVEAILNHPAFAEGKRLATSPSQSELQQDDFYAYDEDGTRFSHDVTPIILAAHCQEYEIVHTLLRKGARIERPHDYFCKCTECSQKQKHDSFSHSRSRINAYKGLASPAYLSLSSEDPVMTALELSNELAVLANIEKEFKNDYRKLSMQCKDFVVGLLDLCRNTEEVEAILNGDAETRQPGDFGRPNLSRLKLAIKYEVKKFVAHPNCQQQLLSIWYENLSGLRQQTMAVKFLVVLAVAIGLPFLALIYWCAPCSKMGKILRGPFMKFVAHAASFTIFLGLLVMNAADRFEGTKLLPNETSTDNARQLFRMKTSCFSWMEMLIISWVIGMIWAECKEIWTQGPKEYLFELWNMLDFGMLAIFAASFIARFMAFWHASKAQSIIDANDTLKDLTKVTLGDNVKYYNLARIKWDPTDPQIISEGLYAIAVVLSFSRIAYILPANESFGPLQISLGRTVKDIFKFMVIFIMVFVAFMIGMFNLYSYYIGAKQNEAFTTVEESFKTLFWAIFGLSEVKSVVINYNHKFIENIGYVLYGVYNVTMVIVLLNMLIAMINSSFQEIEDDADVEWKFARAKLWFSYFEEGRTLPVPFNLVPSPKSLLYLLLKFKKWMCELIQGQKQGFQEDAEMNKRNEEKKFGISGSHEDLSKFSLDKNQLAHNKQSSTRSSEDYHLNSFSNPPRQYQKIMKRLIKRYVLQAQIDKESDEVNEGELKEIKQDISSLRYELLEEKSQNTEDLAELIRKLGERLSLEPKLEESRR
SKKanGAS inh = inhibitors of SKKanGAS S. pyogenes growth in kanamycin (SK-promoter or general growth effect); AID 1662; inhibition, % at 7.5 µM; BacTiter-Glo, 6 h; hit rate 1.3% among 300,000;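 active means mean replicate score, as percent of positive control median, at least 50; inconclusive means mean below 50 but one replicate at or above 50; inactive means mean and every replicate below 50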;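 further: strain carries kanamycin resistance gene driven by streptokinase promoter and grows in 40 µg/ml kanamycin; loss of luminescence reflects streptokinase promoter inhibition or plain growth inhibition; 0% = median of DMSO wells and 100% = positive control at its reference dose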
RGS4 pot = potentiators or activators of RGS4; HEK293 M3R/inducible RGS4, carbachol calcium flux Fluo4; stronger effect = lower value; B-score at 10 µM; AID 463111; hit rate 0.92% among 310,000;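 active means B-score of the integrated calcium signal more than 4 SD below the library mean, with starting fluorescence not abnormally high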;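 further: negative B-score means reduced calcium response which marks RGS4 activation or potentiation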
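test system = M3R-expressing HEK293 line, RGS4 induced by doxycycline | probe or stimulus = carbachol at ECmax as muscarinic agonist stimulus | timing = dye loading 30 min 37 °C, buffer rest 30 min RT | signal = calcium dye Fluo4 fluorescence | evaluation = B score from integrated fluorescence ratio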
Platelet DG rel = modulates dense granule release in human platelets; human platelet-rich plasma, SFLLRN dense granule ATP release, luminescence; inhibition, %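 (compounds screened at 7.5 µM in platelet-rich plasma)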; hit rate 0.22% among 300,000;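 active means mean replicate score, as percent of positive control, at or above 50; inconclusive means mean below 50 but at least one replicate at or above 50; inactive means mean and every replicate below 50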
RGS4 inh = inhibitors of human RGS4; P49798; HEK293 M3R/RGS4 inducible, Fluo-4 calcium flux; stronger effect = higher value; triggered by carbachol at its EC20; B-score at 10 µM; hit rate 0.45% among 310,000; AID 463165;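 active means B-score, a plate-corrected calcium signal, over three deviations above library mean, with baseline fluorescence within five deviations of library mean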;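 further: RGS4 expression induced by doxycycline in cells with stable M3 receptor; B-score is computed from the integrated fluorescence ratio over baseline after carbachol; higher B-score means a larger calcium signal and so more RGS4 inhibition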
TRPC6 inhibitor = inhibitors of mouse TRPC6 channel. Q61143. HEK293-TRPC6, membrane potential dye, ACh-evoked depolarization; stronger effect = lower value. B-score at 10 µM. hit rate 1.1% among 310,000. AID 2553;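 active means B-score under library mean minus 3 SD, initial fluorescence not abnormally high, positive integrated signal ratio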;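 further: B-score derived from integrated fluorescence ratio over the kinetic read; more negative B-score means stronger inhibition of depolarization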
Active calls of the source: *; i = inactive; ? = inconclusive; . = not tested or not shown.

SMILES | HIF act | TRPC4 inh | MrgX1 ag | MrgX1 antag | MrgX1 PAM | TRPC6 act | SKKanGAS inh | RGS4 pot | Platelet DG rel | RGS4 inh | TRPC6 inhibitor
CCOc1cc(/C=N/NC(=O)c2ccc(CSc3nncn3C)cc2)ccc1OCC(=O)N1CCOCC1 | -0.5 | i | i | i | i | i | -1 | i | -1 | i | i
Cc1ccc(Cl)cc1OCC(=O)NCCOC(=O)Nc1sc(=S)n(C)c1C | -0.3 | i | i | i | i | i | -5 | i | 10 | i | i
COC(=O)c1cn(-c2ccccc2)nc1-c1ccncc1 | -4.1 | i | i | i | i | i | -4 | i | -3 | i | i
CC1(C)CC(NS(=O)(=O)c2ccc3ccccc3c2)CC(C)(C)N1 | -0.6 | i | i | i | i | i | 0 | i | 2 | i | i
CC(SC1CCCC1)C(=O)NC(C)(C#N)C(C)C (configuration not stated) | -0.1 | i | i | i | i | i | -1 | i | 4 | i | i
OCCCCNCc1ccc(OCc2ccccc2)cc1 | 1.1 | i | i | i | i | i | -3 | -7.8* | -6 | i | i
CCCCC(=O)Nc1nnnn1CCC | 0.1 | i | i | i | i | i | 4 | i | 10 | i | i
COc1ccc(-c2nc(CS(=O)(=O)CC(=O)NCc3ccc(F)cc3)c(C)o2)cc1 | 0.1 | i | i | i | i | i | 7 | i | 2 | i | i
CCC(C)(C)n1nnnc1C(c1ccc(F)cc1)N1CCN(C(=O)c2ccco2)CC1 (configuration not stated) | 0.0 | i | i | i | i | i | 0 | i | -2 | i | -5.5*
CC1CCN(C(=O)CSc2nncn2C)CC1 | 0.0 | i | i | i | i | i | 0 | i | -1 | i | i
C=CCOc1c(CNc2cccc(C(=O)O)c2)cccc1OCC | 0.3 | i | i | i | i | i | 1 | i | 13 | i | i
N#Cc1nc(-c2ccco2)oc1N1CCOCC1 | 0.6 | i | i | i | i | i | . | i | 2 | i | i
Cc1sc2ncnc(N3CCC(C(=O)Nc4nc5ccc(Cl)cc5s4)CC3)c2c1C | 2.3 | i | i | i | i | i | 32 | i | 0 | i | i
Cc1ccc(C(=O)Oc2ccc(C(=O)COC(=O)c3cnccn3)cc2)cc1 | -0.2 | i | i | i | i | i | -9 | i | 9 | i | i
Cn1c2ccccc2c(=O)c2c(=O)n(Cc3ccco3)c(-c3ccc(Cl)cc3Cl)nc21 | 0.2 | i | i | i | i | i | 9 | i | -28 | i | i
O=C(Nc1ccccc1SCC1CSc2nc3ccccc3c(=O)n21)c1ccccc1 (configuration not stated) | 0.0 | i | i | i | i | i | -1 | i | 16 | i | i
COC(=O)c1ccccc1NC(=O)CSc1[nH]c(=O)cc(C)c1C#N | 0.4 | i | i | i | i | i | 2 | i | 9 | i | i
O=C(O)CC1(CC(=O)NCc2cc(F)cc3c2OCOC3)CCCCC1 | -0.1 | i | i | i | i | i | 2 | i | -2 | i | i
O=C(Cn1nnc(-c2ccccc2-n2cnnn2)n1)NCc1ccccc1 | -0.4 | i | i | i | i | i | -6 | i | -5 | i | i
COc1ccc(OC)c(NC(=O)CSc2nc(=O)n(CCN3CCOCC3)c3c2CCCC3)c1 | 0.1 | i | i | i | i | i | -5 | i | 11 | i | i
O=C(c1cccc(F)c1)N1CCN(c2ccc([N+](=O)[O-])c(N3CCOCC3)c2)CC1 | -0.3 | i | i | i | i | i | 2 | i | 3 | i | i
Cc1noc(C)c1CSCC(=O)N1CCN(c2ccc(F)cc2)CC1 | -0.7 | i | i | i | i | i | -3 | i | -7 | i | i
Cc1ccc(C)c(OCC(=O)Nc2cc(NC(=O)COc3cc(C)ccc3C)cc(C(=O)O)c2)c1 | -8.2 | i | i | i | i | i | 39 | i | 4 | i | i
CC(=O)N1CCN(S(=O)(=O)c2c(F)cc(F)c(Cl)c2F)CC1 | -0.5 | i | i | i | i | i | -1 | i | 6 | i | i
Cc1cccc(NS(=O)(=O)c2cc(C(=O)N3CCCCCC3)ccc2C)c1 | -0.4 | i | i | i | i | i | 37 | i | 8 | i | i
C[C@]12CCC(=O)CC1CCC1C2CC[C@@]2(C)C1CC[C@@]21CCO1 (some centres not stated) | 2.8 | i | i | i | i | i | 2 | i | 0 | i | i
Oc1c(C(c2cccc(F)c2)N2CCN(Cc3ccccc3)CC2)sc2ncnn12 (configuration not stated) | -0.2 | i | i | i | i | i | 6 | i | -13 | i | i
Cc1ccc(NC(=S)C2=C(O)c3sccc3N(C)S2(=O)=O)cc1 | 1.0 | i | i | i | i | i | 22 | i | -2 | i | i
NC(=O)CCS(=O)(=O)c1ccccc1 | 0.2 | i | i | i | i | i | -5 | i | 2 | i | i
O=C(CSc1ccc(/C=N/NC(=O)c2cccc(F)c2)o1)Nc1ccccc1 | 0.0 | i | i | i | i | i | -22 | i | -17 | i | i
NC(=O)N/N=C/c1cc(F)cc(F)c1 | -0.3 | i | i | i | i | i | -2 | i | 12 | i | i
C[C@H]1CC[C@@]2(O[C@@H](CCO)C[C@H](O)[C@H]2O)O1 | 0.6 | i | i | i | i | i | 1 | i | -1 | i | i
COc1ccc2cc(C(=O)N3CCC(Cc4ccccc4)CC3)[nH]c2c1 | 1.4 | i | i | i | i | i | 1 | -7.9* | -7 | i | i
Cc1cc(C)c(NC(=O)CCCCCNC2CCCCC2)c(C)c1 | 0.0 | i | i | i | i | i | -5 | i | -2 | i | i
COc1ccc(Cl)cc1C(Nc1cccnc1)c1ccc2cccnc2c1O (configuration not stated) | 8.4 | i | i | i | i | i | 69* | i | -4 | i | i
COc1ccc(N2CCCn3c2nc2c3c(=O)n(CCN3CCOCC3)c(=O)n2C)cc1 | -0.2 | i | i | i | i | i | -2 | i | -3 | i | i
Cc1cccc(NC(=O)c2cc3ccccc3o2)c1 | 1.7 | i | i | i | i | i | -18 | i | 2 | i | i
Cc1ccc(CN(C(=O)c2ccco2)C2CCS(=O)(=O)C2)cc1 (configuration not stated) | 0.1 | i | i | i | i | i | ? | i | 4 | i | i
Cc1coc2c1c(C)cc1oc(=O)c(Cc3ccccc3)c(C)c12 | -0.3 | i | i | i | i | i | -5 | i | -5 | i | i
CCOc1ccccc1NC(=O)CSc1nc2c(c(=O)n(C)c(=O)n2C)n1C | 1.8 | i | i | i | i | i | -2 | i | 1 | i | i
Cc1ncoc1C(=O)NC1CC(C)(C)Cc2c1cnn2-c1ccccc1 (configuration not stated) | -0.4 | i | i | i | i | i | 0 | i | -1 | i | i
C=CCN1C(=O)S/C(=C/c2ccsc2)C1=O | 1.5 | i | i | i | i | i | 2 | i | -2 | i | i
CCOC(=O)N1CCN(C(=O)c2cc3c(ccc4ccccc43)oc2=O)CC1 | 1.4 | i | i | i | i | i | -2 | i | 4 | i | i
Cc1cc(NC(=O)COC(=O)c2c(C)noc2C)ccc1Br | -0.6 | i | i | i | i | i | -1 | i | -10 | i | i
COc1ccc(OC)c(NC(=O)Cn2cc(C(=O)c3ccco3)c3ccccc32)c1 | 0.1 | i | i | i | i | i | -3 | i | -2 | i | i
COc1cc(OC)nc(NC(=O)CSc2nc3ccccc3o2)n1 | 0.5 | i | i | i | i | i | -5 | i | 0 | i | i
N/C(=N\OC(=O)c1ccc(Cl)cc1)c1cccnc1 | 4.7 | i | i | i | i | i | -4 | i | 2 | i | i
Cc1cc(NC(=O)CCC(=O)N(CCC(C)C)C(C(=O)NC2CCCC2)c2cccnc2)no1 (configuration not stated) | 0.0 | i | i | i | i | i | -3 | i | -2 | i | i
COc1ccc(CCNC(=O)CSc2ccc(-c3ccco3)nn2)cc1OC | -0.4 | i | i | i | i | i | -1 | i | -1 | i | i
O=C(O)CCN1C(=O)c2ccc(NC(=O)CSc3ccc(Cl)cc3)cc2C1=O | -2.9 | i | i | i | i | i | 1 | i | -1 | i | i
COc1cc(C2C(C#N)=C(N)Oc3cc(C)oc(=O)c32)ccc1OC(=O)N1CCOCC1 (configuration not stated) | 0.1 | i | i | i | i | i | 2 | i | -2 | i | i
Cc1nc(N)[nH]c(=O)c1CC(=O)OCCCl | 0.1 | i | i | i | i | i | -6 | i | -6 | i | i
C=CCN1C(=O)c2ccc(C(=O)N(C)CC(=O)Nc3ccccc3Br)cc2C1=O | -1.2 | i | i | i | i | i | 27 | i | 1 | i | i
Cc1nc2ccc(Oc3ccccc3)cc2s1 | -0.2 | i | i | i | i | i | 11 | i | -3 | i | i
CCOc1ccc(N(CC(=O)Nc2ccc(C)c(C)c2)S(=O)(=O)c2c(C)[nH]c(=O)[nH]c2=O)cc1 | -0.1 | i | i | i | i | i | 0 | i | 6 | i | i
O=c1c2cc(Cl)ccc2[nH]c(=S)n1Cc1ccccn1 | 0.2 | i | i | i | i | i | 2 | i | 6 | i | i
S=C(NNc1ccnc2cc(Cl)ccc12)Nc1ccc(Cl)cc1Cl | -0.4 | i | i | i | i | i | 71* | i | 6 | i | i
CCOCCCNC(=O)CS(=O)(=O)Cc1nc(-c2cccc(OC)c2)oc1C | -0.1 | i | i | i | i | i | -10 | i | -5 | i | i
CCN(CC)S(=O)(=O)c1ccc(C)c(NC(=O)CSc2nc3ccc(C)cc3[nH]2)c1 | -0.1 | i | i | i | i | i | -10 | i | 0 | i | i
CCCCOC(=O)/C=C\C(=O)NC(N)=O | 0.3 | i | i | i | i | i | -6 | i | -7 | i | i
Cc1cccc(C)c1NC(=O)C1(NC(=O)C2CCCN2C(=O)OC(C)(C)C)CCCCC1 (configuration not stated) | 0.1 | i | i | i | i | i | -6 | i | 7 | i | i
C/C(=N\S(=O)(=O)c1ccc(C)cc1)N1CCN(S(=O)(=O)c2ccccc2)C1 | -0.2 | i | i | i | i | i | -2 | i | -5 | i | i

Rows are unselected; any-hit rate near 6.1%.
